# SENP8 block: inhibitors of human SENP8 protease; Q96LD8; purified SENP8, Z-RLRGG-aminoluciferin cleavage, luminescence; inhibition, % at 10 µM; 1.2% of 330,000 active
# Target sequence (Q96LD8 whole entry, looked up): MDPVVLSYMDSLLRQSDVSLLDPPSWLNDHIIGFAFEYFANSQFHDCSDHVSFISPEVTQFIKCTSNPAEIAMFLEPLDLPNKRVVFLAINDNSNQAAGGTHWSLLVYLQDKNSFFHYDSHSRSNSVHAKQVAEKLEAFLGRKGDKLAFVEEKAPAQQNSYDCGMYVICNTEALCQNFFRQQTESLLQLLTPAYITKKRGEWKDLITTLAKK
# SENP7 inh: inhibitors of human SENP7 protease | inhibition, % at 5 µM | 1.5% of 330,000 active | recombinant SENP7, Z-RLRGG-aminoluciferin luminescence, 40 min;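 active = inhibition above about 50% at the single test dose, limit read from the data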;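 also: plate controls were DMSO with enzyme for no effect and no enzyme buffer wells for full effect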
# Target sequence (Q9BQF6 706-1050 limits assumed): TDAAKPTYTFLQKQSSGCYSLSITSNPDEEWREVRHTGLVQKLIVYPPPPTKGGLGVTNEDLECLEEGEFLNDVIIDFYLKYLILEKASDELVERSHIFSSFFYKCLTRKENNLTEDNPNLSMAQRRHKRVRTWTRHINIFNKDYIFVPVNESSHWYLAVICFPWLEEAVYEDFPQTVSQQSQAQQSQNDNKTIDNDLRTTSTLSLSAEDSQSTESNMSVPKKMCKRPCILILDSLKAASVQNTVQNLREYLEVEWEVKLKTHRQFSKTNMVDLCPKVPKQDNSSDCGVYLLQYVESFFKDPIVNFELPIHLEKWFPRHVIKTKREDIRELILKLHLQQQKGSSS
# HKDC1 inhibitor: blocks human hexokinase HKDC1 activity; Q2TB90; recombinant HKDC1, G6PDH/diaphorase resazurin coupled fluorescence; inhibition, % at 20 µM; 0.16% of 340,000 active; AID 493160;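 active = inhibition above about 35% when tested at 20 µM, limit read from the data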;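 also: plate controls were DMSO wells with enzyme for no effect and DMSO wells lacking enzyme for full effect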
#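 test system = in-house recombinant HK5 (HKDC1) enzyme | amount = HKDC1 at 5 µg/mL | control set = DMSO-enzyme wells negative, buffer-substituted wells positive | compound = one dose of 20 µM, 1% DMSO | schedule = reaction time 90 min, room temperature, protected from light | technique = resorufin fluorescence at 613 nm | reagent = glucose with 1 mM ATP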
# Apaf-1 inh: human Apaf-1 inhibition. O14727. reconstituted apoptosome caspase-3 activity, DEVD-Rh110 fluorescence. 0.71% of 330,000 active. inhibition, % at 20 µM; active = inhibition of at least 40% at 20 µM;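 also: plate controls were DMSO wells for no effect and DEVD-CHO caspase inhibitor wells for full effect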
#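 System – cell-free apoptosome with Apaf-1, procaspase-3 and caspase-9 · Buffer or medium – pH 7.5 Hepes buffer with CHAPS, BSA, DTT · Also added – cytochrome c with DEVD-Rh110 · Times – 30 min compound preincubation, 50 min activation, room temperature · Technique – Rh110 fluorescence intensity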
# Gli-Sufu antag: blocks Gli-Sufu signaling in a luciferase reporter. inhibition, % at 5 µM. Sufu-KO-LIGHT fibroblasts, Gli luciferase reporter luminescence. 0.74% of 340,000 active;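 active = inhibition above about 55%, limit read from the data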;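 also: 0% = DMSO-treated cells and 100% = wells with medium but no cells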
# Jurkat NFkB inh: lowers PMA/ionomycin-induced NF-kB signal in Jurkat cells. PMA/ionomycin-induced NF-kB luciferase reporter, luminescence. inhibition, % at 4 µM. 0.53% of 330,000 active
# UBC13 polyUb: human UBC13 polyubiquitination inhibition; P61088; UBC13 polyubiquitin chain formation, TR-FRET; inhibition, % at 20 µM; 0.47% of 330,000 active; AID 485273; in the data active = inhibition above about 45%, passing the limit was not always enough
# Target sequence (P61088 whole entry, looked up): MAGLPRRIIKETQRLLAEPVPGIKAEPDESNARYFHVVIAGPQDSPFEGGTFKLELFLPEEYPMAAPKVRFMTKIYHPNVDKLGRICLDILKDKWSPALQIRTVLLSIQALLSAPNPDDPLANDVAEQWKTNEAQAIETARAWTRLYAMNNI
# 697 NFkB inh: lowers PMA/ionomycin-induced NF-kB signal in 697 B cells | 697 B-cell NF-kB luciferase reporter, 16 h | 0.33% of 330,000 active | inhibition, % at 4 µM | AID 435022; in the data active = inhibition above about 35%
# Active calls of the source: *; x = no result given. Rule as the data show it, unless noted: active = inhibition above about 50%; inactive = the rest.
1. CCOc1ccc(C(=O)OCC(=O)NC2CCCC2)cc1OCC
2. O=C(CCCNC(=O)c1ccc(Cl)cc1)NCc1ccccc1Cl
3. CC1CC(C)CN(C(=O)COC(=O)c2ccc3c(c2)OCO3)C1 (configuration not stated)
4. O=C(NCCCn1ccnc1)c1cccc(Br)c1
5. O=C(NCCCN1CCOCC1)c1ccc2c(=O)n(Cc3ccc(Cl)cc3)c(=S)[nH]c2c1
6. CCN(Cc1ccncc1)C(=O)CSc1ccc2ccccc2c1
7. COc1ccc(S(=O)(=O)Nc2ccc3c(c2)C(=O)N([C@H](C)CO)C[C@H](C)[C@@H](CN(C)C(=O)Nc2ccccc2)O3)cc1
8. COc1ccc(CNC(=O)[C@@H](NC(=O)C2CCN(S(=O)(=O)c3ccccc3)CC2)C(C)C)cc1

Screen / compound no.	1	2	3	4	5	6	7	8
SENP8 block	0	6	7	1	-4	-8	4	1
SENP7 inh	6	4	1	-2	18	-9	-4	0
HKDC1 inhibitor	-1	-3	-1	-2	4	11	-7	2
Apaf-1 inh	1	2	7	1	23	7	8	1
Gli-Sufu antag	-4	2	-12	0	50	-8	6	22
Jurkat NFkB inh	13	-31	-12	-6	-7	-1	5	-3
UBC13 polyUb	7	4	-2	6	40	-13	3	14
697 NFkB inh	-8	-10	-15	2	-19	-16	3	2

9. CCc1c(C)n2nc(C)cc2[nH]c1=O
10. CCCCn1nnnc1NCc1ccc(C)s1
11. O=C(c1cc2ccccc2cc1O)N1CCCC1
12. COc1ccc(C(=O)c2ccc(N3CCOCC3)cc2)c(OC)c1
13. CC(C)Nc1c([N+](=O)[O-])c(=O)oc2ccccc12
14. CN1C(=O)Cc2cc(S(=O)(=O)NCc3c(F)cccc3Cl)ccc21
15. c1cncc(CSc2ccc(-c3ccc4c(c3)OCO4)nn2)c1
16. O=c1cc(CO)occ1OCc1cccc(C(F)(F)F)c1

Screen / compound no.	9	10	11	12	13	14	15	16
SENP8 block	-1	-2	4	0	-6	1	-10	-4
SENP7 inh	2	-11	3	2	0	-1	-12	2
HKDC1 inhibitor	8	1	2	3	-1	6	-1	-6
Apaf-1 inh	-3	-3	2	5	4	6	-4	0
Gli-Sufu antag	-1	-1	5	-3	16	44	-46	-4
Jurkat NFkB inh	4	-6	13	25	8	19	-52	-12
UBC13 polyUb	7	-1	7	9	-2	2	11	-9
697 NFkB inh	9	-12	9	5	9	8	-22	-2

17. COC(=O)c1cc(C#N)c(Oc2ccc(OC)cc2)nc1C
18. CCc1c(C)nc2ncnn2c1Nc1ccc(C(C)=O)cc1
19. CCCCN(C(=O)Cc1cccs1)c1nnc(-c2cccnc2)s1
20. CC(C)CN(C(=O)COC(=O)CCC(=O)c1ccc(Cl)cc1)c1c(N)n(Cc2ccccc2)c(=O)[nH]c1=O
21. O=C(NCc1ccccn1)c1ccc(Cl)c(S(=O)(=O)NCc2ccccc2)c1
22. CC(C)c1ccc(S(=O)(=O)N2CCN(C(=O)C3CCCCC3)CC2)cc1
23. COC(=O)c1cn(NC(=O)C2CCC(C(C)(C)C)CC2)c(=O)c2ccccc12 (configuration not stated)
24. COc1cc(/C=N/NC(=O)Cc2csc(C)n2)ccc1OCC(C)C

Screen / compound no.	17	18	19	20	21	22	23	24
SENP8 block	2	3	-9	19	7	-6	-1	3
SENP7 inh	4	4	5	0	-7	12	2	-1
HKDC1 inhibitor	-7	1	8	-2	-3	-7	-2	2
Apaf-1 inh	-16	-9	4	6	-10	12	15	6
Gli-Sufu antag	0	-61	-44	1	5	2	-6	-9
Jurkat NFkB inh	20	-27	-32	-4	-8	14	16	2
UBC13 polyUb	8	1	19	4	9	-10	9	4
697 NFkB inh	9	-31	-62	14	4	-33	15	13

25. CSCCC(Nc1ccc(S(=O)(=O)N2CCOCC2)cc1[N+](=O)[O-])C(=O)OCC(=O)NCC(C)C (configuration not stated)
26. CCOC(=O)C1=C(N)c2ccccc2CC1C(C)C (configuration not stated)
27. O=C(CCn1c(=S)oc2ccccc21)Nc1cccc(O)c1
28. Cc1c(NC(=O)COC(=O)/C=C/c2ccc(Cl)cc2)c(=O)n(-c2ccccc2)n1C
29. Cc1ccc(N(C(=O)Cc2cccs2)C2C=CS(=O)(=O)C2)cc1Cl (configuration not stated)
30. COCCN(C(=O)CSc1nnc(-c2cccc(F)c2)n1N)c1c(N)n(Cc2ccccc2)c(=O)[nH]c1=O
31. COc1cc(C(=O)NCc2ccc(-n3cccc3)cc2)cc(OC)c1OC
32. O=C(CN1C(=O)S/C(=C\c2ccc(Cl)cc2)C1=O)NC1C=CS(=O)(=O)C1 (configuration not stated)

Screen / compound no.	25	26	27	28	29	30	31	32
SENP8 block	-3	0	-2	-6	-10	-11	-5	0
SENP7 inh	6	4	5	-2	2	5	-6	-6
HKDC1 inhibitor	5	5	-2	-6	6	0	x	1
Apaf-1 inh	6	8	4	7	4	-8	-7	5
Gli-Sufu antag	6	2	16	-5	2	-10	x	10
Jurkat NFkB inh	9	-6	-2	-6	-10	-16	3	19
UBC13 polyUb	4	2	-9	-8	-39	0	-3	-18
697 NFkB inh	14	6	17	6	-24	-9	-5	-41

33. CCC(C)(C)n1nnnc1C(c1cccs1)N1CCN(c2nc3ccccc3s2)CC1 (configuration not stated)
34. CN(C)CCNC(=O)c1c(O)c2c([nH]c1=O)CCCC2
35. COc1cc(NC(=O)CCc2nnc3ccc(N4CCCC4)nn23)cc(OC)c1OC
36. COc1ccc(Nc2nnc(SCC(=O)NC3CC3)s2)cc1
37. COc1ccc(CCn2c(-c3ccc(OC)cc3)nc3c(c(=O)c4ccccc4n3C)c2=O)cc1
38. COc1ccc(CN2[C@@H](CC(=O)O)c3cc(C(F)(F)F)ccc3S2(=O)=O)cc1
39. Cc1ccc(NC(=O)Nc2cccc(C)n2)cc1
40. O=C(CSc1ccccc1)N1CCN(S(=O)(=O)c2cccs2)CC1

Screen / compound no.	33	34	35	36	37	38	39	40
SENP8 block	1	-2	-5	-2	-10	2	11	-4
SENP7 inh	1	4	0	4	3	-5	20	5
HKDC1 inhibitor	0	-3	-2	-4	-5	-5	4	-2
Apaf-1 inh	2	0	-10	-1	20	1	10	-4
Gli-Sufu antag	4	4	-10	-5	8	-11	-78	-12
Jurkat NFkB inh	3	-31	3	-5	7	9	-75	14
UBC13 polyUb	-12	4	-5	0	9	-7	6	9
697 NFkB inh	-57	-35	-19	0	-28	16	-94	2

41. Cc1cccc(C)c1NC(=O)COC(=O)C1CC(=O)N(Cc2ccccc2)C1 (configuration not stated)
42. NC(=O)c1cc([N+](=O)[O-])ccc1NCCc1ccccc1
43. CC1(C)COC(c2cccn2Cc2ccc(F)cc2Cl)=N1
44. Cc1cccc(CCNC(=O)CNS(=O)(=O)c2ccc3nc(C)sc3c2)c1
45. COc1cccc(C2C(C#N)=C(N)Oc3c2oc(CO)cc3=O)c1OC (configuration not stated)
46. CCOC(=O)c1c(/N=C/c2ccc(O)cc2O)sc2c1CCC2
47. Cc1cc(C)cc(NC(=O)CSc2nnc(NC(=O)C3CC3)s2)c1
48. CSc1nc(-c2ccccc2)nn1S(=O)(=O)c1ccccc1

Screen / compound no.	41	42	43	44	45	46	47	48
SENP8 block	0	1	-3	0	-4	-4	-3	-9
SENP7 inh	5	1	2	3	2	2	-10	11
HKDC1 inhibitor	-8	-1	-1	-4	-3	x	-3	-2
Apaf-1 inh	-17	-4	10	-2	-8	5	2	-5
Gli-Sufu antag	6	-8	6	-7	0	x	-17	-7
Jurkat NFkB inh	-3	7	-5	12	4	21	-11	1
UBC13 polyUb	16	-2	0	1	6	18	-2	-7
697 NFkB inh	5	-13	22	3	12	8	3	-10

# A stretch of the results above, for reference:
39. Cc1ccc(NC(=O)Nc2cccc(C)n2)cc1
40. O=C(CSc1ccccc1)N1CCN(S(=O)(=O)c2cccs2)CC1
41. Cc1cccc(C)c1NC(=O)COC(=O)C1CC(=O)N(Cc2ccccc2)C1 (configuration not stated)
42. NC(=O)c1cc([N+](=O)[O-])ccc1NCCc1ccccc1
43. CC1(C)COC(c2cccn2Cc2ccc(F)cc2Cl)=N1
44. Cc1cccc(CCNC(=O)CNS(=O)(=O)c2ccc3nc(C)sc3c2)c1
45. COc1cccc(C2C(C#N)=C(N)Oc3c2oc(CO)cc3=O)c1OC (configuration not stated)

Screen / compound no.	39	40	41	42	43	44	45
SENP8 block	11	-4	0	1	-3	0	-4
SENP7 inh	20	5	5	1	2	3	2
HKDC1 inhibitor	4	-2	-8	-1	-1	-4	-3
Apaf-1 inh	10	-4	-17	-4	10	-2	-8
Gli-Sufu antag	-78	-12	6	-8	6	-7	0
Jurkat NFkB inh	-75	14	-3	7	-5	12	4
UBC13 polyUb	6	9	16	-2	0	1	6
697 NFkB inh	-94	2	5	-13	22	3	12

# Remaining list, next part.
49. O=C(O)CSc1nnnn1C1CCCCC1
50. Cc1ccc(NC(=O)Cn2c([N+](=O)[O-])cnc2C)cc1
51. C[N+]1(CN2C(=O)C3C4C=CC(C4)C3C2=O)CCCCC1 (configuration not stated)
52. c1ccc2oc(-c3ccc(Nc4nc(N5CCCCC5)nc(N5CCOCC5)n4)cc3)nc2c1
53. COc1ccc(C[C@H]2CN3C(=NC[C@@H]3C(C)C)N2CCNC(=O)c2ccc(C)c(Br)c2)cc1
54. Cc1ccc(C[n+]2cccc(-c3ccccc3)c2)c(C)c1
55. Cc1cc(C)cc(N(CC(=O)NCc2ccccc2)C(=O)CCC(=O)Nc2ccccn2)c1
56. CCN(CC)CCN1C(=O)C(O)=C(C(=O)c2sc(C)nc2C)C1c1cccnc1 (configuration not stated)

Screen / compound no.	49	50	51	52	53	54	55	56
SENP8 block	4	12	2	7	-5	-1	-5	-8
SENP7 inh	1	-3	3	1	-3	7	-3	-14
HKDC1 inhibitor	-12	-7	-4	x	7	-7	3	1
Apaf-1 inh	-5	-20	-6	6	47*	9	12	2
Gli-Sufu antag	1	-1	5	x	30	84*	5	-2
Jurkat NFkB inh	5	-3	9	11	26	19	-6	3
UBC13 polyUb	0	-1	-2	8	60*	-5	-3	-3
697 NFkB inh	2	4	7	-31	-6	28	-3	8

57. CCN(CC)C(=O)CSc1nnc(-c2cc(OC)cc(OC)c2)o1
58. O=c1c2cnn(-c3ccccc3)c2ncn1CCc1ccccc1
59. N#Cc1c(-c2ccccc2)nc(SCC(=O)NC2CCCCC2)[nH]c1=O
60. Cc1ccc(O)c(N=Cc2sc3ccccc3c2Cl)c1
61. CCCNC(=O)C(Cc1ccc(F)cc1)NC(=O)c1ccc(C#N)cc1 (configuration not stated)
62. COc1cccc(/C=N/NC(=S)Nc2cccnc2)c1
63. O=[N+]([O-])c1ccccc1OCCN1CCOCC1
64. C=CC[C@@H](Cc1ccc(F)cc1)C(=O)OC[C@H]1CCCN1C(=O)[C@@H](CC=C)CC(=O)N[C@@H](CO)Cc1ccccc1
65. Cc1ccnc2ccc(SC(F)(F)F)cc12

Screen / compound no.	57	58	59	60	61	62	63	64	65
SENP8 block	3	-7	8	1	-8	-1	-7	2	-8
SENP7 inh	-3	-11	-1	1	0	2	-3	-12	-2
HKDC1 inhibitor	6	-10	-11	1	-6	-9	-5	-3	-5
Apaf-1 inh	-4	11	-8	9	11	5	-2	28	-2
Gli-Sufu antag	5	-37	5	-20	-6	4	-7	-2	-7
Jurkat NFkB inh	-13	-41	-3	-16	-5	-30	-16	-4	-5
UBC13 polyUb	-4	-10	15	-6	-17	-2	-8	29	-27
697 NFkB inh	-12	-43	13	-16	-7	-22	-6	-4	-6
